Screens deposited in PubChem BioAssay by several laboratories.
rCAG binder = binds r(CAG) RNA repeats; inhibition, % at 3 µM; actives 1.3% (n = 370,000); AID 651821; r(CAG) RNA repeat, TO-PRO-1 dye displacement fluorescence;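 active means inhibition above the plate cutoff, the mean of all test compounds on that plate plus 3 SD, cut at about 35% in these data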;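 further: 0% = DMSO alone and 100% = 100 µM mitoxantrone as full dye displacement; higher means more dye released from RNA so lower well fluorescence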
PG9 Ab binder = PG9 antibody binding by small molecule; TR-FRET gp120-PG9 antibody binding; inhibition, % at 6.7 µM; actives 0.43% (n = 360,000); AID 624416; in the data active means inhibition above about 8.5%
Rev-erbA mod = modulators of human Rev-erb alpha DNA binding. P20393. actives 0.79% (n = 370,000). Rev-erbα–FITC-DNA binding, fluorescence polarization, 90 min. activity, % at 10 µM;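 active means activity above about 14%, limit read from the data; passing the limit was not always enough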;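 further: 0% = DMSO wells with 35 nM protein and 100% = DMSO wells with 750 nM protein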
HTRA1 inhibitor = inhibitors of human serine peptidase HTRA1 | recombinant HTRA1, FP-rhodamine activity-based probe, fluorescence polarization | inhibition, % at 5.96 µM | actives 0.5% (n = 340,000) | AID 504803 | Q92743; in the data active means inhibition above about 36%;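 further: 0% = enzyme with DMSO and 100% = wells lacking enzyme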
NPR2 activator = GC-B (human) receptor activation. HEK293-GC-B cells, CNP EC30, cGMP TR-FRET; 0% at EC30 CNP, 100% saturating CNP. actives 0.11% (n = 370,000). P20594. activation, % at 10 µM;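 active means activation at 10 µM reaching about 35% in either raw or pattern-adjusted values, limit read from the data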
Target sequence (P20594 whole entry, looked up): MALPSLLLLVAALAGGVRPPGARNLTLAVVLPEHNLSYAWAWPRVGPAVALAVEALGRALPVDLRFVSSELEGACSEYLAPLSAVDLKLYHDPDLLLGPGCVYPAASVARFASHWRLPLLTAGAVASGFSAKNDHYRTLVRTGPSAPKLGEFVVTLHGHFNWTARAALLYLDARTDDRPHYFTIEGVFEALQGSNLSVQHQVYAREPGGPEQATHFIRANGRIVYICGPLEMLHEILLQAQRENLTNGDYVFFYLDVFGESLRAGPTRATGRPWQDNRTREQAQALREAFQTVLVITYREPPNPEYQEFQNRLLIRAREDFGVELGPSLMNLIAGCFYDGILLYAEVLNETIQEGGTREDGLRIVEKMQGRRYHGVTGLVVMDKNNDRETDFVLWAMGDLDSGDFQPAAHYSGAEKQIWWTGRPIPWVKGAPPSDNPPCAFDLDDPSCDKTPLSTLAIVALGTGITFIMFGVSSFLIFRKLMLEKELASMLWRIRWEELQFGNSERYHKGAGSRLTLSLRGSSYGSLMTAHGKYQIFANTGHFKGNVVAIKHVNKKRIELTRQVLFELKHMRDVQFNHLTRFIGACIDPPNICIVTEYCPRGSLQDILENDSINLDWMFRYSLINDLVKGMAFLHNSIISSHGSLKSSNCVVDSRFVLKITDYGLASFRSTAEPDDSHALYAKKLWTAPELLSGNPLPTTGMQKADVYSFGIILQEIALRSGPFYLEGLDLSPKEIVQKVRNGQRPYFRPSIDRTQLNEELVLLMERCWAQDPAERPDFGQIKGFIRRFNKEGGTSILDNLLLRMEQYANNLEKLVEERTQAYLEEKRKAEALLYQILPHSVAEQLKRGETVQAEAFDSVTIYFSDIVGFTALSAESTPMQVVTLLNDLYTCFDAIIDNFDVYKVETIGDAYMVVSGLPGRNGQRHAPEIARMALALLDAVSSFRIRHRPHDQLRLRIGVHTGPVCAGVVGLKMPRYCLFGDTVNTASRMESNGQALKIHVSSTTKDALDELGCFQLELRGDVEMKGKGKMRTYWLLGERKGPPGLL
ARFGAP1 inhibitor = rat ARFGAP1 inhibition; AID 651572; inhibition, % at 16.5 µM; actives 0.26% (n = 360,000); Arfgap1-stimulated ARF1 GTP hydrolysis, GDP FP detection;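 active means inhibition above a per-plate limit, mean inhibition of low control wells plus 3 SD, cut at about 25% in these data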;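 further: 0% = DMSO wells with enzyme and 100% = wells lacking Arfgap1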
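Repeats: one replicate per compound; assay system: rat Arfgap1 catalytic domain, aa 1-136; times: enzyme reaction 120 min at 25 °C after 20 min preincubation; detection: FP of antibody-bound GDP Alexa 633 tracer, ex 620/em 688 nm; benchmarks: high control wells lacking Arfgap1, low control full reaction with DMSO; reagent: human ARF1(Δ1-17)-GTP substrate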
GC-A act = GC-A (human) enzyme activation; P16066; HEK293 GC-A cells, cGMP TR-FRET, EC30 ANP; 0% at EC30 ANP, 100% saturating ANP; activation, % at 10 µM; actives 0.14% (n = 370,000); AID 1671463; in the data active means activation above about 40%
ABHD4 inh = inhibitors of mouse ABHD4; purified mABHD4, FP-Rh probe fluorescence polarization; actives 0.54% (n = 370,000); Q8VD66; AID 720543; inhibition, % at 8.92 µM;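 active means inhibition exceeding the mean over every tested compound plus 3 SD, cut at about 30% in these data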;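 further: 0% = plate median of compound wells and 100% = S159A mutant with DMSO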
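System: mouse ABHD4 enzyme, wild type / Medium: HEPES pH 7.0, NaCl, Pluronic buffer / Reagent: FP-Rh activity-based fluorescent probe / Control set: S159A mutant high control, sample median low control / Detection: fluorescence polarization with parallel and perpendicular emission, 525/598 nm / Schedule: 45 min + 60 min at 25 °C / Compound dosing: 8.92 µM, single dose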
ASAP1 inh = inhibitors of human ASAP1 ArfGAP activity. Q9ULH1. ASAP1-stimulated ARF1 GTP hydrolysis, GDP FP detection. inhibition, % at 16.5 µM. actives 0.19% (n = 360,000); in the data active means inhibition above about 25%;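 further: 0% = vehicle with enzyme and substrate and 100% = no enzyme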
SMARCA2 act = activators of SMARCA2 function; activation, % at 9.1 µM; actives 1% (n = 370,000); MG213 cells, MMTV-luciferase reporter, dexamethasone, overnight; in the data active means activation above about 7.8%;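 further: 0% = vehicle wells and 100% = reference activator wells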
* = called active by the depositor; / = no result given.

SMILES	rCAG binder	PG9 Ab binder	Rev-erbA mod	HTRA1 inhibitor	NPR2 activator	ARFGAP1 inhibitor	GC-A act	ABHD4 inh	ASAP1 inh	SMARCA2 act
COc1ccccc1N(CC(=O)NC1CCCC1)C(=O)CCC(=O)Nc1cc(C)on1	-4	-0.8	6	-1	-1	-5	-1	4	3	0
COC(=O)Nc1ccc(Oc2ccccc2)cc1	1	-0.1	-1	-9	-1	-5	-1	-9	-6	2
O=C(CSc1nnc2ccccn12)N1CCc2ccccc21	0	-1.4	-4	-3	-1	0	5	-1	3	5
Cc1ccc(-c2ccc(=O)n(CC(=O)Nc3cccc(C(=O)N4CCN(C)CC4)c3)n2)cc1	5	-0.5	2	6	-10	9	-6	3	-5	2
Cc1nonc1OCCCNc1ccc([N+](=O)[O-])cc1Cl	-3	0.9	0	0	2	3	-2	7	-1	0
CCCN(CCC)c1nc(C#N)nc(N(CCC)CCC)n1	-2	-1.6	2	5	-1	-3	-5	-7	4	3
CC(C)(C)c1ncc(S(=O)(=O)c2ccc(C(F)(F)F)cn2)c(N)n1	-1	-2.2	5	0	-1	5	6	-3	-3	0
CC(C)(C)OC(=O)N1CCN(C(=O)c2[nH]cnc2C(=O)Nc2ccccc2F)CC1	1	1.3	-6	-1	-4	-15	1	0	11	-2
O=C(COc1ccccc1Cl)NC(=O)NC1CCCC1	-2	0.1	-3	2	0	10	1	0	18	4
COC(=O)CSc1nc(N2CCOCC2)c2c(c1C#N)CCCC2	-5	-2.4	5	-3	-4	1	-17	-5	6	0
COc1ccccc1N1CCN(C(=O)CNC(=O)c2cn(-c3ccccc3OC)c(=O)c3ccccc23)CC1	-3	-1.2	-3	5	3	-3	1	-2	1	0
COc1ccc(OC)c(NC(=O)C2(C)CCN2C(=O)CCC2CCCC2)c1 (stereo unspecified)	-2	1.0	-7	/	-4	1	-5	-3	3	-3
O=C(Nc1ccc(Cl)c(Cl)c1)OCc1cnc(Cl)s1	1	-1.0	5	-40	-4	-7	-4	-7	-16	0
N=c1nc(N)nc2n1NC(c1ccc(F)cc1)=CS2	7	-1.1	-1	4	-6	2	-6	9	-2	8
CC(=O)Nc1ccc(S(=O)(=O)NC2=NCN(CCOC(=O)c3ccccc3)CN2)cc1	0	2.1	2	-1	-5	8	8	-3	-10	-1
Cc1ccc(S(=O)(=O)N2CCOC23CCN(C(=O)c2cc(Cl)ccc2Cl)CC3)cc1	1	-1.4	6	-12	3	-17	2	0	10	-4
Cc1cccc(Nc2nnc(SC/C(O)=C(\C#N)c3nc4ccccc4[nH]3)s2)c1C	26	0.8	-7	16	3	11	-8	-2	2	1
Cc1oc2c(CN3CCCCC3C)c(O)ccc2c(=O)c1-c1ccccc1 (stereo unspecified)	-1	-1.4	-2	0	3	-6	-6	2	15	2
O=C(Nc1cccc([N+](=O)[O-])c1)Nc1ccc(Cl)cn1	2	1.5	-3	1	-2	7	0	-6	-2	1
Nc1ccc(Sc2ccccc2Cl)nc1	0	-1.3	8	9	-1	-1	-1	2	8	-6
O=C(COC(=O)c1ccccc1S(=O)(=O)N1CCCCC1)NCC(F)(F)F	5	-2.6	2	2	2	-2	1	-5	1	2
CCN(CC(=O)Nc1ccc(NC(C)=O)cc1)C(=O)c1cn(-c2ccccc2)nc1-c1cccs1	10	-1.3	4	-12	4	-1	1	-6	-7	0
N=C1c2ccccc2CN1NC(=O)c1cccc(S(=O)(=O)N2CCOCC2)c1	3	0.8	-7	-3	-1	-5	-1	3	-2	3
CC1=NN(C(=O)c2ccc(Cn3nc(C)c([N+](=O)[O-])c3C)cc2)C(O)(C(F)(F)F)C1 (stereo unspecified)	2	0.9	-3	1	2	-11	4	7	-6	-2
COc1cccc(/C=C/C(=O)OCC(=O)NCCC2=CCCCC2)c1OC	0	-1.4	3	-2	3	-5	-4	4	1	2
COc1cc(/C=C/C(=O)O)cc(S(=O)(=O)Nc2ccc(F)cc2)c1OC	2	-0.9	-3	9	-1	4	1	4	-16	2
CCCC(=O)Nc1cc(C)c2c(=O)oc3ccccc3c2n1	3	-1.2	-3	-15	2	15	6	1	4	-1
Cc1cc(C)n(CC(=O)NNC(=O)COc2ccc(Br)cc2F)n1	0	-2.0	1	2	0	9	0	1	7	-3
COCCn1nnnc1C(c1cccs1)N1CCN(c2nc3ccccc3s2)CC1 (stereo unspecified)	-6	0.5	1	-11	5	-14	-6	1	-6	-1
O=C(c1ccccc1)c1cccn1CC(=O)N1CCN(c2ccccc2)CC1	-2	-1.3	4	6	5	3	2	4	-5	0

Part of the list above in order of molar mass, lowest first:
SMILES	rCAG binder	PG9 Ab binder	Rev-erbA mod	HTRA1 inhibitor	NPR2 activator	ARFGAP1 inhibitor	GC-A act	ABHD4 inh	ASAP1 inh	SMARCA2 act
Nc1ccc(Sc2ccccc2Cl)nc1	0	-1.3	8	9	-1	-1	-1	2	8	-6
COC(=O)Nc1ccc(Oc2ccccc2)cc1	1	-0.1	-1	-9	-1	-5	-1	-9	-6	2
O=C(Nc1cccc([N+](=O)[O-])c1)Nc1ccc(Cl)cn1	2	1.5	-3	1	-2	7	0	-6	-2	1
CCCC(=O)Nc1cc(C)c2c(=O)oc3ccccc3c2n1	3	-1.2	-3	-15	2	15	6	1	4	-1
CCCN(CCC)c1nc(C#N)nc(N(CCC)CCC)n1	-2	-1.6	2	5	-1	-3	-5	-7	4	3
O=C(CSc1nnc2ccccn12)N1CCc2ccccc21	0	-1.4	-4	-3	-1	0	5	-1	3	5
COC(=O)CSc1nc(N2CCOCC2)c2c(c1C#N)CCCC2	-5	-2.4	5	-3	-4	1	-17	-5	6	0
O=C(c1ccccc1)c1cccn1CC(=O)N1CCN(c2ccccc2)CC1	-2	-1.3	4	6	5	3	2	4	-5	0
Cc1ccc(-c2ccc(=O)n(CC(=O)Nc3cccc(C(=O)N4CCN(C)CC4)c3)n2)cc1	5	-0.5	2	6	-10	9	-6	3	-5	2
Cc1ccc(S(=O)(=O)N2CCOC23CCN(C(=O)c2cc(Cl)ccc2Cl)CC3)cc1	1	-1.4	6	-12	3	-17	2	0	10	-4
COc1ccccc1N1CCN(C(=O)CNC(=O)c2cn(-c3ccccc3OC)c(=O)c3ccccc23)CC1	-3	-1.2	-3	5	3	-3	1	-2	1	0

The list continues:
SMILES	rCAG binder	PG9 Ab binder	Rev-erbA mod	HTRA1 inhibitor	NPR2 activator	ARFGAP1 inhibitor	GC-A act	ABHD4 inh	ASAP1 inh	SMARCA2 act
COc1cc(NC(=O)C2CC(=O)N(CCc3ccc(F)cc3)C2)cc(OC)c1OC (stereo unspecified)	-3	0.3	-5	1	1	-6	-3	-7	10	-1
Cc1ccccc1OCCCN1CCC(C(O)(c2ccccc2)c2ccccc2)CC1	2	-2.9	-1	/	-13	-8	-9	13	-5	-4
CCNC(=O)C1(C)CCCN(Cc2csc(-c3ccc(Cl)cc3)n2)C1 (stereo unspecified)	1	-2.3	-3	/	-2	12	-1	3	-1	2
Cc1cc(=O)[nH]c(/N=C(\N)Nc2ccc(SC(F)F)cc2)n1	-2	0.0	-3	0	-4	8	-2	-7	-1	-6
COc1ccc(-c2nc(C#N)c(N3CCc4ccccc4C3)o2)cc1OC	4	2.6	0	-9	5	-6	7	1	16	-6
COC(=O)[C@]12C[C@H](CC(=O)NCC3CCCCC3)C(=O)N(CCC3=CCCCC3)C1=C[C@H](C(C)(C)C)O[C@@H]2C	1	0.6	-6	/	3	2	0	4	-7	-3
O=C(CCC1CCCCC1)Nc1c2c(nn1-c1ccc(F)cc1)CS(=O)C2 (stereo unspecified)	-7	-0.4	-2	4	-2	-3	-2	5	1	-5
COc1ccc(S(=O)(=O)NNC(=O)Nc2ccc(C)cc2)c(OC)c1	-1	0.0	-1	0	1	3	0	6	6	0
Nc1ccccc1-c1nnc(SCc2ccccc2Cl)[nH]c1=O	14	-3.8	4	-8	0	-4	3	-3	-8	3
CC(=O)Nc1cccc(-n2nnc(SCC(N)=O)n2)c1	0	-0.9	1	6	3	1	1	0	4	-2
COc1cc(C(=O)NC2CCCCN(Cc3ccc(Cl)cc3)C2=O)cc(OC)c1OC (stereo unspecified)	4	/	5	/	8	/	2	2	/	-2
OC[C@@H]1CN(Cc2ccncc2)C[C@H](n2cnc3c(NC4CC4)ncnc32)O1	-1	0.4	3	/	0	20	2	-4	-5	-6
NNC(=O)CNC(c1ccccc1)c1cc(Br)ccc1NC(=O)CCN1CCOCC1 (stereo unspecified)	6	-1.4	-3	-45	-6	5	0	13	-2	3
O=S(=O)(CC(CN1CCCC1)N1CCCC1)c1ccc2ccccc2c1 (stereo unspecified)	1	2.0	-3	1	3	0	-2	-3	0	-3
COc1ccc(OC)c(S(=O)(=O)N2CCC(C(=O)N3CCN(Cc4ccccc4)CC3)CC2)c1	-5	1.1	1	-4	1	-3	-3	2	-11	-2
OC(CNCc1ccccc1C(F)(F)F)C(F)(F)F (stereo unspecified)	-4	-0.9	10	-14	5	-1	4	-3	-7	-4
CCC(=O)NC(O)C(=O)c1ccc(C)cc1 (stereo unspecified)	-2	1.6	-6	2	5	4	-1	-5	4	-4
CCN1C=CC2=C(C#N)C(N)C(C#N)(C#N)C(c3ccccc3C(F)(F)F)C2C1 (stereo unspecified)	-2	1.0	-1	-2	-6	9	-5	15	-2	1
CCOc1ccc(NC(=O)CC2C(=O)NCCN2C(=O)Nc2ccccc2)cc1 (stereo unspecified)	-4	-0.4	-9	1	5	9	6	0	-14	-3
CC(=O)c1ccc(N2CCN(S(=O)(=O)c3ccc4c(c3)CC(C)N4C(=O)C3CC3)CC2)cc1 (stereo unspecified)	2	0.9	31*	5	6	-1	4	0	-5	-1
O=C(COC(=O)c1cc(=O)c2ccccc2o1)NCC1CCCCC1	0	-1.1	/	7	/	3	/	3	5	-2
O=[N+]([O-])c1ccc2c(c1)nnn2-c1ccccc1	-1	-0.9	-4	0	-7	-4	-1	4	2	0
CC1CCCC(C)N1C(=O)COc1ccccc1F (stereo unspecified)	-1	1.2	-4	0	-2	6	7	5	-19	-3

Whole records, quoted from the list. Screens in order: rCAG binder | PG9 Ab binder | Rev-erbA mod | HTRA1 inhibitor | NPR2 activator | ARFGAP1 inhibitor | GC-A act | ABHD4 inh | ASAP1 inh | SMARCA2 act
O=C(COC(=O)c1ccccc1S(=O)(=O)N1CCCCC1)NCC(F)(F)F across the screens: 5 | -2.6 | 2 | 2 | 2 | -2 | 1 | -5 | 1 | 2
CCCC(=O)Nc1cc(C)c2c(=O)oc3ccccc3c2n1 across the screens: 3 | -1.2 | -3 | -15 | 2 | 15 | 6 | 1 | 4 | -1
Nc1ccccc1-c1nnc(SCc2ccccc2Cl)[nH]c1=O across the screens: 14 | -3.8 | 4 | -8 | 0 | -4 | 3 | -3 | -8 | 3

Outcome played no part in choosing rows. About 4.4% of those tested had a hit in this group.
